High-throughput results as filed in PubChem BioAssay.
Dyrk1A ADPGlo – rat Dyrk1A kinase inhibitors, primary screen, biochemical, single point, plate reader. ADP-Glo luminescence, NFATc1 peptide. inhibition, % at 12.5 µM. hit rate 0.43% among 310,000. Dual specificity tyrosine-phosphorylation-regulated kinase 1A (Rattus norvegicus), Q63470; in the data active = inhibition above about 50%;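 also: plate controls were vehicle with enzyme for no effect and no enzyme for full effect; many of its hits are not listed in these tables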
hERG protect – hERG rescue from dofetilide block, primary screen, cell-based, CHO-hERG, FluxOR thallium flux, dofetilide IC70 | dofetilide IC70 present | activation (rescue from dofetilide block), less the hit threshold, % at 10 µM | hit rate 0.51% among 310,000 | AID 1511, 2009;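 active = activation above the mean of controls blocked by dofetilide plus 5 SD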;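 also: thallium influx through hERG after potassium depolarization seen as dye fluorescence rise; in these data hits start at about 4.7%; inactives centre near -7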
Platelet DG rel – inhibitors of platelet dense granule secretion, primary screen, cell-based, MLPCN, human platelets; hit rate 0.22% among 300,000; human platelet-rich plasma, SFLLRN dense granule ATP release, luminescence; inhibition, %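 (compounds screened at 7.5 µM in platelet-rich plasma)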;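 active = mean replicate score, as percent of positive control, at or above 50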
TRPC4 PAM – positive allosteric modulators of TRPC4, primary screen, cell-based, mouse TRPC4beta, HEK293 mu-opioid, Fluo-4 calcium | Short transient receptor potential channel 4 (Mus musculus), Q9QUQ5 | DAMGO EC20, Fluo-4 Ca2+ flux; stronger effect = higher value | B-score at 10 µM | hit rate 0.42% among 310,000 | AID 2227, 2009;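 active = B-score of calcium response area above 5 SD of library B-scores, with initial fluorescence ratio within 5 SD of library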;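 also: B-score of integrated fluorescence ratio over time as area under calcium response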
KCNK3 block – human KCNK3 channel inhibitors, primary screen, CHO cells, FluxOR thallium flux, B-score; AID 602410, 2012; Potassium channel subfamily K member 3 (Homo sapiens), O14649; FluxOR fluorescence; stronger effect = lower value; B-score at 10 µM; hit rate 0.84% among 340,000;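 active = B-score under library mean minus 4 SD, starting fluorescence ratio at most library mean plus 5 SD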;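 also: more negative B-score means stronger inhibition of thallium flux through KCNK3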
Target sequence (O14649 whole entry, looked up): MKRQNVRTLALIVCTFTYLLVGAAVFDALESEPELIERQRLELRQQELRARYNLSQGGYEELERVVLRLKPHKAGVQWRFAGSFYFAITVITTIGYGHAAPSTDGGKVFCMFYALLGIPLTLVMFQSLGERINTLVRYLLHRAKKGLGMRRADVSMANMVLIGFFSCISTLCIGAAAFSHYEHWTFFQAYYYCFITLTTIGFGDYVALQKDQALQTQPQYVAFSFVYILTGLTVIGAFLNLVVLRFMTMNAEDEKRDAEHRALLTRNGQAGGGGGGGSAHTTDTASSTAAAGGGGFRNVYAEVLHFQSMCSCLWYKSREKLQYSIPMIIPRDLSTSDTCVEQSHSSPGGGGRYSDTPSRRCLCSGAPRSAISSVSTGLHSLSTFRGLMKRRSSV
TRPC4 agonist – activators of mouse TRPC4 channel, primary screen, Fluo4 calcium, HEK293 TRPC4beta/mu-opioid cells; hit rate 0.49% among 310,000; B-score at 10 µM; Fluo4 calcium fluorescence; stronger effect = higher value; Short transient receptor potential channel 4 (Mus musculus), Q9QUQ5;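 active = B-score above 5 SD of library B-scores, and initial fluorescence ratio not above library mean plus 5 SD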;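 also: positive B-score marks a calcium rise read as TRPC4 activation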
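Assay system: HEK293 stable line with TRPC4beta plus mu-opioid receptor; schedule: 45 min room-temperature Fluo4 loading, 110 s read; technique: kinetic Fluo4 calcium fluorescence; evaluation: integrated baseline-normalised fluorescence ratio, converted to per-well B score; controls: buffer (low) and maximal DAMGO (high)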
KCNQ1 block – inhibitors of human KCNQ1 channel, primary screen, cell-based, thallium flux, high-throughput | hit rate 1.3% among 310,000 | CHO-K1 KCNQ1, FluxOR thallium flux fluorescence; stronger effect = higher value | Potassium voltage-gated channel subfamily KQT member 1 (Homo sapiens), P51787 | B-score at 10 µM | AID 2642, 2010;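 active = compounds whose thallium flux B-score, printed positive for inhibition, exceeds three library SD while starting fluorescence stays within three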;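 also: channel opened by potassium depolarization with thallium stimulus after 20 min compound exposure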
KCNK9 block – KCNK9 potassium channel inhibitors, primary screen, HEK293 cells, thallium flux; B-score at 10 µM; FluxOR thallium flux fluorescence; stronger effect = lower value; Potassium channel subfamily K member 9 (Homo sapiens), Q9NPC2; hit rate 1.2% among 310,000;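 active = ratio B-score over 3 SD below the library mean, with starting fluorescence within 5 SD of its mean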;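 also: negative B-score means less thallium flux so channel inhibition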
Target sequence (Q9NPC2 whole entry, looked up): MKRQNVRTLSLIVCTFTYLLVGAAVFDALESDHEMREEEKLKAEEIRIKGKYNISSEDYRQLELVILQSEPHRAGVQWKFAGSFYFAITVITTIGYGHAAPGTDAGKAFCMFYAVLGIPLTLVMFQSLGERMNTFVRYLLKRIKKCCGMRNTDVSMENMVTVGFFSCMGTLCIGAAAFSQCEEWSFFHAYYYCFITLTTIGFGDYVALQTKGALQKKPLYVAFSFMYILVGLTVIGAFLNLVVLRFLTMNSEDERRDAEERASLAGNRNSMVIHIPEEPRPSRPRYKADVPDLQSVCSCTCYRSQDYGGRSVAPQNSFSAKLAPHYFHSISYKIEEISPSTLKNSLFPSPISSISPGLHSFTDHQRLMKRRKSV
KCNQ1 pot – potentiators or activators of KCNQ1 channel, primary screen, cell-based, thallium flux, high-throughput; CHO-K1 KCNQ1, thallium flux FluxOR fluorescence; stronger effect = higher value; Potassium voltage-gated channel subfamily KQT member 1 (Homo sapiens), P51787; hit rate 0.35% among 310,000; B-score at 10 µM;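 active = fluorescence ratio B-score, a plate-corrected score, at least three library SD, with initial intensity B-score within 5 SD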
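Assay system: stable KCNQ1 CHO-K1 line; medium: assay buffer, equal DMSO in all wells; timing: 90 min dye loading and 20 min compound exposure, both at room temperature; technique: kinetic FluxOR thallium fluorescence, 10-s 1-Hz baseline, 110-s post-stimulus read; read-out basis: B score of baseline-normalized fluorescence ratio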
PolyA inh – polyadenylation inhibitors in yeast reporter cells, primary screen, luminescence, S. cerevisiae | S. cerevisiae SKY197-pL101 polyadenylation reporter, beta-gal luminescence; efflux-impaired pdr1/pdr3 knockout yeast; score 100 = 6 SD above DMSO | calls only at 12 µM | hit rate 0.02% among 300,000;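 active = lowest replicate activity score at least 50, where 100 means six control SD above control mean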;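 also: yeast exposed to compound for 9 h at 30 °C; higher score means more reporter readthrough which indicates perturbed polyadenylation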
TRPC4 block – inhibitors of mouse TRPC4 channel, primary screen, Fluo4 calcium, HEK293 TRPC4beta/mu-opioid cells | Short transient receptor potential channel 4 (Mus musculus), Q9QUQ5 | DAMGO-evoked Fluo4 calcium flux; stronger effect = lower value | B-score at 10 µM | hit rate 0.39% among 300,000;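 active = B-score over 3 SD under the library average, no early fluorescence shift, positive overall ratio signal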
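System: stable TRPC4beta/mu-opioid receptor HEK293 cells; Dosing: single-point compound dosing; Measured by: Fluo4 Ca2+ flux fluorescence; Read-out basis: per-well B score of integrated baseline-normalized Fluo4 ratio.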
Numbers without * were called inactive; i = inactive; · = not tested or not shown. Only part of the results is shown, so the mix of outcomes need not match the whole.

SMILES	Dyrk1A ADPGlo	TRPC4 PAM	KCNQ1 pot	Platelet DG rel	KCNK3 block	TRPC4 agonist	KCNQ1 block	PolyA inh	KCNK9 block	hERG protect	TRPC4 block
COc1ccccc1C(=O)NCCC(=O)NCCC12CC3CC(CC(C3)C1)C2	0	i	i	5	i	i	i	i	i	-8	i
COC(=O)C1CCCCN1C(=O)c1cccc(OC2CCN(C(=O)C3CC3)CC2)c1 (configuration not stated)	-6	i	i	-5	i	i	i	i	i	-5	i
Cc1ccc(S(=O)(=O)NC(=O)Nc2nccs2)cc1	0	i	i	-5	i	i	i	i	i	-2	i
CCOC(=O)C1=C(C)Nc2nc(C)nn2C1c1ccc(C)cc1 (configuration not stated)	16	i	i	3	i	i	i	i	i	-7	i
CCc1nc(Nc2ccc3c(c2)OCO3)c2oc3ccccc3c2n1	8	i	i	0	i	i	i	i	i	-17	i
CN(CC(=O)NCc1ccc2c(c1)OCO2)S(=O)(=O)c1ccc(F)cc1	1	i	i	3	i	i	i	i	i	-1	i
CCS(=O)(=O)c1nc(S(=O)(=O)c2ccc(C)cc2)c(N2CCC3(CC2)OCCO3)s1	2	i	i	-11	i	i	i	i	i	-9	i
O=C(NCC1CC1)C1(C(F)(F)F)C/C(=C\Cc2ccccc2)CCCO1 (configuration not stated)	7	i	i	-3	i	i	i	i	i	0	·
O=C(c1cccc(S(=O)(=O)N2CCOCC2)c1)N1CCN(Cc2ccc3c(c2)OCO3)CC1	·	i	i	2	i	i	i	i	i	-6	i
N#CCn1cnc2sc(-c3ccccc3)cc2c1=O	2	i	i	1	i	i	i	i	i	-3	i
Cc1oc2cc3oc(=O)c(CCC(=O)NCCN4CCOCC4)c(C)c3cc2c1C	9	i	i	-2	i	i	i	i	i	-6	i
Nc1nc(SCC(=O)NCc2ccccc2Cl)[nH]c(=O)c1NC(=O)c1ccccc1F	2	i	i	4	i	i	i	i	i	-6	i
CN(C)Cc1c(C(=O)N/N=C/c2cccnc2)nnn1-c1nonc1N	0	i	i	7	i	i	i	i	i	-5	i
O=C(CCc1ccccc1)NNC(=O)COc1ccc([N+](=O)[O-])cc1	-5	i	i	-10	i	i	i	i	i	-8	i
CC(OC(=O)c1cc2sccc2n1C)C(=O)NCc1ccco1 (configuration not stated)	-1	i	i	-4	i	i	i	i	i	-7	i
OC[C@H]1O[C@@H](n2cnc3c(Nc4ccccc4)ncnc32)[C@H](O)[C@@H]1O	1	i	i	21	i	i	i	i	i	-4	i
O=c1onc(-c2ccc(Cl)cc2Cl)n1-c1cccnc1	·	i	i	0	i	i	i	i	i	-1	i
Cc1c2ccccc2cc[n+]1CCCS(=O)(=O)[O-]	6	i	i	9	i	i	i	i	i	-10	i
O=C(NCC1(c2ccccc2)CCCC1)c1ccccc1	0	i	i	-4	i	i	i	i	i	-11	i
COc1cc(CNn2cn[nH]c2=S)cc(Cl)c1OCc1ccc(F)cc1	-5	i	i	7	i	i	i	i	i	-10	i
COc1ccccc1C(=O)NC(=S)Nc1cccc2cc(O)ccc12	20	i	i	-8	i	i	i	i	i	-12	i
O=C(COc1ncnc2cc([N+](=O)[O-])ccc12)NC1CCCCC1	7	i	i	-2	i	i	i	i	i	-9	i
CC(=O)Nc1nonc1-c1nc2ccccc2n1CC1CC1	9	i	i	6	i	i	i	i	i	-9	i
C[C@]12CCC3C(CC=C4C[C@@H](O)CC[C@@]43C)C1CCC2[C@]1(C)CCC(=O)O1 (some centres not stated)	-3	i	i	-11	i	i	i	i	i	-2	i
COc1ccc(CNC(=O)CCCC(=O)Nc2cccc(Br)c2)cc1	5	i	i	5	i	i	i	i	i	-13	i
O=C(Nc1cccc(S(=O)(=O)N2CCCCC2)c1)C1CC(=O)N(Cc2ccco2)C1 (configuration not stated)	·	i	i	3	i	i	i	i	i	-10	i
C[C@H]1CN=C2N(CCNC(=O)CCC3CCCCC3)[C@H](Cc3ccc(O)cc3)CN21	2	i	i	-3	i	i	i	i	i	-11	i
CCC(Sc1nc(C)cc(=O)[nH]1)C(=O)Nc1nc(-c2ccccc2)cs1 (configuration not stated)	-5	i	i	8	i	i	i	·	i	-22	i
CN(Cc1ccc(OC(F)F)cc1)Cc1nc2c(Br)cc(Br)cc2c(=O)[nH]1	·	i	i	15	i	i	i	i	i	-9	i
CCOc1ccccc1N1CCN(c2ncnc3scc(-c4ccc(OC)cc4)c23)CC1	-13	i	i	9	-9.4*	i	8*	i	-6.8*	-35	i
Cc1ccc2c(C)nc(N/C(N)=N/S(=O)(=O)c3ccc([N+](=O)[O-])cc3)nc2c1	-1	i	i	7	i	i	i	i	i	-10	i
CC(=O)N1N=C(c2ccco2)CC1c1ccc(Br)cc1 (configuration not stated)	1	i	i	-3	i	i	i	i	i	-5	i
O=C(O)/C=C/C(=O)N1CCN(C(=O)/C=C/C(=O)O)CC1	8	i	i	-4	i	i	i	i	i	-9	i
COc1ccc(OC)c(NC(=O)Cn2c(CCC(=O)O)ccc2-c2cccs2)c1	-1	i	i	-9	i	i	i	i	i	-9	i
O=C(O)c1ccc(N/N=C/c2cn(-c3ccccc3)nc2-c2cccs2)cc1	·	i	i	·	i	i	i	·	i	-15	i
COc1ccc(C(=O)NC2CC3CCCC(C2)N3CC(C)C)cc1 (configuration not stated)	-5	i	i	-2	i	i	i	i	i	-15	i
COc1ccc(-c2nnc(OCc3ccccc3)c3ccccc23)cc1	-7	i	i	10	i	i	i	i	i	-7	i
Cc1cc(C)n2cc(CSc3ncccc3C(=O)O)nc2n1	2	i	i	-2	i	i	i	i	i	-7	i
O=C(Cc1ccccc1)NNC(=O)Nc1ccccc1	1	i	i	-2	i	i	i	i	i	-4	i
CCOC(=O)c1sc(-c2ccccc2)cc1N	1	i	i	0	i	i	i	i	i	-18	i
O=C(Cc1c[nH]c2ccccc12)Nc1ccccc1N1CCOCC1	1	i	i	-5	i	i	i	i	i	-4	i
Cc1ccc(CS(=O)(=O)CCC(=O)NCCN2CCCCC2C)cc1 (configuration not stated)	4	i	i	4	i	i	i	i	i	-7	i
CN(CCC#N)C(=O)COC(=O)c1nn(-c2ccccc2)c(=O)c2ccccc12	3	i	i	-3	i	i	i	i	i	-3	i
CC(=O)N(c1ccc(C(C)C)cc1)C1C=CS(=O)(=O)C1 (configuration not stated)	-4	i	i	-9	i	i	i	i	i	-8	i
COc1cccc(CNS(=O)(=O)c2ccc3c(c2)N(C(C)=O)CCS3)c1	-4	i	i	9	i	i	i	i	i	-7	i
Cc1nn2cc(-c3ccc(Cl)cc3)nc2s1	0	i	i	12	i	i	i	i	i	-10	i
C=CCn1c(-c2cccs2)nc2nc3ccccc3nc21	12	i	i	-11	i	i	i	i	i	-18	i
Nc1c(-c2ccccc2)cnn1-c1cccc(Cl)c1	·	i	i	15	i	i	i	i	-7*	-12	i
COc1cccc(CNC(=O)Cn2ncc3c(=O)oc4ccccc4c32)c1	0	i	i	-1	i	i	i	i	i	-6	i
CCNc1nc(Oc2ccc(OC)cc2)cc(C(F)(F)F)n1	0	i	i	2	i	i	i	i	i	-14	i
CCn1cc(S(=O)(=O)NCCc2ccc(OC)c(OC)c2)cn1	-3	i	i	8	i	i	i	i	i	-4	i
O=C(CCNS(=O)(=O)c1ccccc1)Nc1ccccc1	-2	i	i	3	i	i	i	i	i	-12	i
CCOc1ccc(/C(O)=C2/C(=O)C(=O)N(CCOCCO)C2c2cccnc2)cc1 (configuration not stated)	8	i	i	-8	i	i	i	i	i	-4	i
COc1cccc(NC(=O)CNS(=O)(=O)c2ccc(Cl)cc2)c1	6	i	i	4	i	i	i	i	i	-13	i
CC(C)Cn1c(N)c(C(=O)CSc2nnnn2C)c(=O)n(C)c1=O	2	i	i	-12	i	i	i	i	i	-12	i
COC(=O)c1sccc1NC(=O)Cc1ccc(OC)c(OC)c1	0	i	i	-12	i	i	i	i	i	-4	i
COc1ccc(OC)c2nc3c(cc12)CCC3	1	i	i	5	i	i	i	i	i	-3	i
CCOc1ccc2nc(Cl)sc2c1	·	i	i	0	i	i	i	i	i	-14	i
NCCNC[C@@H]1COC2(CCCCCCCCCCC2)O1	-4	i	i	8	i	i	i	i	i	-5	i
Cc1noc(C)c1CSc1nnc(-c2c[nH]c3ccccc23)n1-c1ccc(Cl)cc1	-3	i	i	3	i	i	i	i	i	-2	i

Next section.
SMILES	Dyrk1A ADPGlo	TRPC4 PAM	KCNQ1 pot	Platelet DG rel	KCNK3 block	TRPC4 agonist	KCNQ1 block	PolyA inh	KCNK9 block	hERG protect	TRPC4 block
CCN(CC)CCCN=Cc1c(O)n(-c2cccc(C)c2)c(=O)c2ccccc12	·	i	i	14	i	i	i	i	i	-6	i
COC(=O)c1ccccc1NC(=O)Cn1nc(C(F)(F)F)c2c1CCC2	11	i	i	1	i	i	i	i	i	-15	i
O=c1c2c3c(sc2n2cnnc2n1-c1ccccc1)N(Cc1ccccc1)CCC3	·	i	i	-3	·	i	i	i	i	-16	i
CCOc1ccc(NC(=O)CCC(=O)NNC(=O)Nc2ccc(Cl)cc2)cc1	-2	i	i	1	i	i	i	i	i	-10	i
